H9c2 TAG inh – triacylglycerol accumulation inhibition; H9c2 cells, Nile Red lipid (TAG) fluorescence; cells loaded with 200 µM oleic acid; inhibition, % at 12.5 µM; 230,000 compounds, 0.66% hits; AID 651582;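 active = pattern-corrected inhibition of lipid staining of at least 50% with the nuclear-stain viability signal not falling by more than 50%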;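 note: 0% = DMSO wells and 100% = triacsin C control wells; some results filed as inactive read as strong as hits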
H9c2 TAG inh DAPI viability – also measured in H9c2 TAG inh; calls as there; DAPI nuclei signal change (viability), lower = more cytotoxic, %;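 whole-well DAPI fluorescence read on a plate reader as a viability signal; minus 50 percent equals half of cells still viable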
* = called active by the depositor. Only part of the results is shown (hit frequency here may not be typical).

Values run as follows: H9c2 TAG inh, H9c2 TAG inh DAPI viability
- COc1ccc(NC(=O)Nc2ccc3c(c2)C(=O)N([C@H](C)CO)C[C@H](C)[C@H](CN(C)Cc2ccc(C(=O)O)cc2)OCCCC[C@@H](C)O3)cc1
→ -11, 0
- CCCCNc1cc(=O)oc2ccccc12
→ 4, 11
- Cc1csc(=O)n1CC(=O)OCc1nnc(-c2ccc(Cl)cc2)o1
→ -8, 0
- CC(=O)N1CCN(S(=O)(=O)c2cccc(C(=O)NNC(=O)Cn3nc(C)cc3C)c2)CC1
→ 18, -1
- CCC(=O)c1ccc(OCC(=O)OCC(=O)N(CCC#N)c2ccc3c(c2)OCCO3)cc1
→ 2, 1
- CC(C)C(=O)NC(=O)COC(=O)/C=C/c1cccs1
→ 4, 2
- O=C(CSc1ccc(Cl)cc1)Nc1cccc(-c2nnc(-c3ccco3)o2)c1
→ 18, 13
- CCCNC(=O)C1(C)CCCN(Cc2cccc(C(F)(F)F)c2)C1 (stereo not given)
→ -15, 16
- Oc1ccc(-n2cccc2/C=N/n2cnnc2)cc1
→ -1, 17
- COc1ccc(CCNC(=O)CNC(=O)Cn2ccc3ccccc3c2=O)cc1OC
→ -5, 1
- COc1cc(C(=O)NCCc2ccccc2)ccc1OCC(=O)N1CCOCC1
→ 29, -2
- COc1cccc(N=Cc2c[nH][nH]c2=O)c1
→ 10, -5
- CCOc1ccc(CNC(=O)CCC(=O)N2CCSc3ccccc32)cc1
→ -7, 0
- Cc1ccc(-c2nc(-c3ccccc3)no2)c(Cl)c1
→ -14, -6
- COc1ccc(Br)cc1/C=N/NC(=O)CNC(=O)/C=C/c1ccccc1
→ 33, -1
- Cc1scc(C(=O)N/N=C/c2ccc([N+](=O)[O-])o2)c1C
→ -4, 7
- CCc1ccc(N2C(=O)C3ON(c4ccccc4)C(c4ccco4)C3C2=O)cc1 (stereo not given)
→ -20, 3
- COc1cc(OC)cc(C(=O)Nc2ccn(C)n2)c1
→ 16, -4
- COc1ccccc1N(CC(=O)NCCC1=CCCCC1)S(=O)(=O)c1ccccc1
→ -6, -3
- O=c1[nH]c2cccc(Cl)c2n(CCNc2ncc(C(F)(F)F)cc2Cl)c1=O
→ -22, 7
- COc1ccc(NC2CS(=O)(=O)CC2NCc2ccco2)cc1 (stereo not given)
→ 4, 8
- Cc1cccc(N2CCN(C(=S)Nc3ccc4nc(N5CCN(C)CC5)cc(C)c4c3)CC2C)c1 (stereo not given)
→ 35, -5
- Cc1nc2ccccc2n1CCOc1ccc([N+](=O)[O-])cc1
→ -25, 4
- COc1ccc(N(CC(=O)Nc2cccc(N(C)S(C)(=O)=O)c2)S(=O)(=O)c2ccccc2)cc1Cl
→ -27, 2
- CC(=O)N1CCN(S(=O)(=O)c2c(F)cc(F)c(Cl)c2F)CC1
→ 11, -9
- CCOC(=O)CNC(=O)c1cn(CC)c(=O)c2cc(OC)c(OC)cc12
→ -6, 5
- COc1cc(OC)c(C(=O)OCC(=O)c2ccc3c(c2)NC(=O)CO3)cc1OC
→ 17, -6
- O=C(COC(=O)c1ccccc1F)NNC(=O)c1ccccc1
→ -4, 6
- COCCn1c(SCC(=O)Nc2cc(C)on2)nnc1-c1ccco1
→ 12, -9
- Cc1cccc(-c2nc(CSCC(=O)N3CCN(Cc4ccc5c(c4)OCO5)CC3)c(C)o2)c1
→ 1, 4

An excerpt of these results, as tab-separated lines:
compound	H9c2 TAG inh	H9c2 TAG inh DAPI viability
COc1ccccc1N(CC(=O)NCCC1=CCCCC1)S(=O)(=O)c1ccccc1	-6	-3
O=c1[nH]c2cccc(Cl)c2n(CCNc2ncc(C(F)(F)F)cc2Cl)c1=O	-22	7

Carrying on:
Values run as follows: H9c2 TAG inh, H9c2 TAG inh DAPI viability
- Cc1cccc(N(CC(=O)NCc2ccco2)C(=O)CCC(=O)Nc2nccs2)c1
→ 3, -11
- CN(Cc1ccco1)Cc1ccc(O)c2ncccc12
→ -12, 12
- CC(C)CC1NC(=O)N(CC(=O)Nc2ccc(OCc3ccccc3)cc2)C1=O (stereo not given)
→ 13, 2
- CN(C)CCN(Cc1ccccc1)c1ccccn1
→ -7, -4
- O=C(NCCc1ccco1)c1ccc(OCc2cn3ccccc3n2)cc1
→ 14, -7
- N#CCc1c(C#N)c(N)nc(N2CCCC(CO)C2)c1C#N (stereo not given)
→ -3, -2
- Oc1c(Br)cc2oc3c(c2c1CNCc1ccccc1)CCCC3
→ -3, 11
- CC(C)C(NC(=O)c1ccco1)C(=O)OCc1cc([N+](=O)[O-])cc2c1OCOC2 (stereo not given)
→ -8, -3
- CN=C(Nc1ccc(Cl)cc1)c1ccc(C(F)(F)F)cc1
→ 4, 5
- CC1CCN(c2nc3ccc(C(=O)N4CCN(Cc5ccccc5)CC4)cc3s2)CC1
→ -2, 6
- CCCCCCSc1ccc([C@@H]2[C@H]3C(=O)N(CC)C(=O)[C@H]3[C@]3(C(=O)OC)CCCCN23)cc1OC
→ -56, 16
- CCC1=C2CC[C@H]3C(=O)N(CC)C(=O)[C@H]3[C@H]2[C@@]2(Cc3ccccc3)C(=O)N(Cc3ccccc3)C(=O)N2C1=O
→ -10, 2
- Cn1c(=O)c(=O)n(C)c2cc(S(=O)(=O)CCC(=O)NCc3ccccc3)ccc21
→ 6, 3
- COc1ccc(C)cc1NC(=O)CCc1ccc(S(=O)(=O)N2CCOCC2)cc1
→ 4, -3
- CCOC(=O)c1ccc(NC(=O)CN2CCc3ccccc3C2)cc1
→ 19, -18
- CCCC(=O)N1CCC(O)(c2cccc(F)c2)CC1
→ -8, 1
- COc1ccc(NC(=O)c2cccc(S(=O)(=O)N3CCc4ccccc43)c2)cn1
→ -9, 6
- CN(C(=O)Nc1ccccc1)C1CCS(=O)(=O)C1 (stereo not given)
→ -25, 10
- O=[N+]([O-])c1cc(Cl)cc(/C=N/NC(=S)Nc2cc(S(=O)(=O)N3CCOCC3)ccc2Cl)c1O
→ -7, -2
- O/N=C/c1ccnc(SCc2ccccc2)n1
→ -4, -2
- COc1ccc(C(=O)Nc2nnc(C(F)(F)F)s2)cc1
→ 7, -10
- O=C(O)c1c[nH]n2c(=S)ncnc12
→ -12, 8
- O=C(Nc1ccc(F)cc1)C1CC(=O)n2cnnc2N1 (stereo not given)
→ -15, -3
- CC1=NN(CCc2ccccn2)C(=O)CC1
→ 9, -6
- CCOc1ccccc1NC(=O)C(OC(=O)c1ccc(NC(=O)CC#N)cc1)c1ccccc1 (stereo not given)
→ -27, 2
- CC(OC(=O)c1ccc(O)cc1)C(=O)Nc1nc(-c2ccccc2)cs1 (stereo not given)
→ 18, -4
- OCCN(CCO)c1ncnc2c1sc1nc(N3CCOCC3)c3c(c12)CCCC3
→ 6, 3
- CN1CCc2nc3ccccc3c(C(=O)OCC(=O)N(CCC#N)c3ccccc3)c2C1
→ 7, 4
- O=C(COC(=O)c1cc(=O)c2ccccc2o1)Nc1cc(Cl)ccc1Cl
→ -20, 0
- CN1CCN(NC(=S)NC(C)(C)CC(C)(C)C)CC1
→ -26, 1
- COc1cc(C(=O)Nc2cc(Cl)ccc2-n2cncn2)ccc1OC(F)F
→ 18, 7
- CCC(=O)N1CCN(c2ccccc2NC(=O)c2ccc(-c3cccc([N+](=O)[O-])c3)o2)CC1
→ 38, -3
- N#Cc1cnc(SCC(=O)c2ccccc2)nc1N
→ -3, 11
- O=C(NCc1ccccc1)c1cccc(COc2ccc(Cl)cc2)c1
→ 0, 14
- C[C@H]1CCC(=O)N([C@H](CN=[N+]=[N-])Cc2ccccc2)CC1
→ -26, 1
- CN(c1ccc(C(=O)Nc2ccccc2C(F)(F)F)cc1)S(C)(=O)=O
→ 5, -11
- COc1ccc(Cn2cccc(NC(=O)Nc3cccc(C#N)c3)c2=O)cc1
→ -15, 11
- CCc1ccccc1Nc1nc(N)nc(COC(=O)CCS(=O)(=O)c2ccccc2)n1
→ -10, 1
- COc1ccc(NC(=O)c2c(NC(=O)CNCc3ccco3)sc3c2CCC3)c(OC)c1
→ 11, 2
- Cn1cc([N+](=O)[O-])c(C(=O)N2CCN(Cc3ccc4c(c3)OCO4)CC2)n1
→ 8, -29
- O=C(CCNS(=O)(=O)c1ccc(OC(F)(F)F)cc1)NC1CC1
→ 7, -3
- CN(C)Cc1ccc(-c2nc3cccc4c3n2CCNC4=O)cc1
→ -18, -7
- COc1cc(/C=C2/NC(=O)NC2=O)ccc1OCC(=O)Nc1ccc(F)cc1
→ 28, 10
- C=CCc1ccc(OCCOc2ccc(/C=N/n3cnnc3)cc2OCC)c(OC)c1
→ 12, -4
- CC1=C(O)C(=O)C(c2c(C)cc(C)c(Br)c2C)=C(O)C1=O
→ 7, -3
- CC[C@]12c3[nH]c4ccc(OC)cc4c3CCN1C(=O)C(CC(=O)NC/C=C(\C)CCC=C(C)C)C[C@@H]2C(=O)N1CCN(C(=O)c2ccco2)CC1 (stereo not given in full)
→ 14, -3
- COc1cccc(/C=N/NC(=O)CCc2c(C)n[nH]c2C)c1O
→ -18, 3
- CCCCc1nnc(SCC(=O)NC2CCCCC2)n1C
→ -5, -4
- COc1ccc([C@H]2C[C@@H](O)[C@H](n3cc(C4CC4)nn3)CN2C(=O)c2cccs2)cc1
→ -1, -4
- c1ccc2c(c1)N1CCN=C1N2CCN1CCCCC1
→ 11, -5
- COc1ccc(N(C(=O)/C=C/c2ccccc2)C2=CC3CCC(C2)N3C)cc1 (stereo not given)
→ 13, -9
- COc1ccc(N=Cc2nc(-c3ccccc3)oc2OC(C)=O)cc1
→ 6, -9
- O=S(=O)(/C=C/C=C/S(=O)(=O)c1ccccc1)c1ccccc1
→ 101, -76
- Cc1c(Cl)c(C(F)(F)F)nn1CC(=O)NN
→ -4, -2
- Cc1ccc(N(C)C(=O)C2CCCN2S(=O)(=O)c2ccc3c(c2)n(C)c(=O)c(=O)n3C)cc1 (stereo not given)
→ 1, -12
- O=C(CSc1ccccn1)N1CCCC(Nc2ccc(F)c(F)c2)C1 (stereo not given)
→ 15, 8
- COc1ccccc1N1CC(C(=O)Nc2nnc(SCC(=O)NCC3CCCO3)s2)CC1=O (stereo not given)
→ -1, 2
- CS(=O)(=O)N1CCN(c2cnn(-c3ccccc3)c(=O)c2Cl)CC1
→ 0, -5
- O=C(O)CCCn1nc(C(F)(F)F)c2c1CCCCC2
→ 11, 7
- CCOC(=O)C(C(=O)Nc1ccccn1)C1CCCCC1 (stereo not given)
→ -11, -5

A second format for some results above.
| mol | H9c2 TAG inh | H9c2 TAG inh DAPI viability |
| --- | --- | --- |
| CC[C@]12c3[nH]c4ccc(OC)cc4c3CCN1C(=O)C(CC(=O)NC/C=C(\C)CCC=C(C)C)C[C@@H]2C(=O)N1CCN(C(=O)c2ccco2)CC1 (stereo not given in full) | 14 | -3 |
| COc1cccc(/C=N/NC(=O)CCc2c(C)n[nH]c2C)c1O | -18 | 3 |
| CCCCc1nnc(SCC(=O)NC2CCCCC2)n1C | -5 | -4 |
| COc1ccc([C@H]2C[C@@H](O)[C@H](n3cc(C4CC4)nn3)CN2C(=O)c2cccs2)cc1 | -1 | -4 |
| c1ccc2c(c1)N1CCN=C1N2CCN1CCCCC1 | 11 | -5 |
| COc1ccc(N(C(=O)/C=C/c2ccccc2)C2=CC3CCC(C2)N3C)cc1 (stereo not given) | 13 | -9 |

Going on with the list:
Values run as follows: H9c2 TAG inh, H9c2 TAG inh DAPI viability
- COc1ccccc1C=NN1CCCCCC1
→ 3, 3
- Cc1ccccc1S(=O)(=O)N1CCN(C)CC1
→ 6, -6
- O=C(CN1C(=O)c2ccccc2S1(=O)=O)Nc1ccc([N+](=O)[O-])cc1
→ -5, -2
- CC(=O)c1ccc2c(c1)OCCOCCOc1ccccc1OCCOCCO2
→ 1, -6
- CCN(Cc1ccccc1)S(=O)(=O)c1ccc(C(=O)Nc2nnc(-c3ccccc3OC)o2)cc1
→ -15, -3
- COc1ccc(CCNC(=O)c2ccc(NS(=O)(=O)c3c(C)noc3C)cc2)cc1OC
→ -4, 6
- COCc1cc(C)n(CC(=O)NC(C)c2ccccc2)c(=O)c1C#N (stereo not given)
→ -2, 3
- O=C(NCC(=O)N(Cc1ccccc1)C(C(=O)NC1CCCC1)c1ccco1)c1ccco1 (stereo not given)
→ -5, 2
- Cn1c(N)c(C(=O)CSc2ccc3c(c2)OCCO3)c(=O)n(C)c1=O
→ -7, 1
- COc1ccccc1NC(=O)CN1CCN(CC(=O)Nc2ccc(OCc3ccccc3)cc2)CC1
→ 5, 17
- Nc1ccc(-c2cnc[nH]2)cc1[N+](=O)[O-]
→ -5, 9
- COc1ccc(N(CC(=O)NC2CCCCC2)C(=O)CNC(=O)c2ccco2)cc1
→ -3, -9
- Cc1cc(-c2ccc(N3C(=O)CCC3=O)c(C)c2)ccc1N1C(=O)CCC1=O
→ 21, -5
- O=C(COC(=O)CNC(=O)c1ccc(Cl)cc1)NC1CCCCCC1
→ -7, 5
- Cc1oc(-c2ccccc2Cl)nc1CSCC(=O)O
→ -1, 2
- CC1Oc2ccc(C#N)cc2N(Cc2cccc(F)c2)C1=O (stereo not given)
→ 5, 6
- COc1cccc(CNC(=O)CCNC(=O)c2ccco2)c1
→ -13, 10
- O=C1c2ccccc2C(=O)N1CCCC(=O)N1CCc2ccccc21
→ -2, 7
- CC(=O)Nc1ccc(S(=O)(=O)NNC(=O)c2cccc(Br)c2)cc1
→ -1, 7
- O=C(/C=C/c1cccc([N+](=O)[O-])c1)Nc1ccc(Cl)cn1
→ -2, 2
- O=C(C1CCCO1)N1CCN(C(=S)Nc2ccc(F)c(Cl)c2)CC1 (stereo not given)
→ -4, -3
- COCc1nnc(NC(=O)c2ccc3c(c2)OCO3)s1
→ -12, 0
- O=C(NC1CCCc2ccccc21)c1cccc(F)c1 (stereo not given)
→ 8, -9
- Cc1ccc(CN2CCN(Cc3c(C)nn(-c4ccc(F)cc4)c3C)CC2CCO)o1 (stereo not given)
→ 5, -2
- COc1ccc(C(=O)Nc2cccc(C(=O)N3CCCCC3)c2)cc1
→ 10, -1
